Compound activity from PubChem BioAssay.
DDE Tn6 FP inh: inhibitors of Tn6 peptide binding to fibrin DD(E), primary screen, biochemical, fluorescence polarization, human fibrin, Tn6 probe | Fibrinogen beta chain (Homo sapiens), P02675 | Fibrin DD(E) TRITC-Tn6 fluorescence polarization displacement | inhibition, % at 8.3 µM | 370,000 compounds, 0.21% hits | AID 720509, 2013;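 active = inhibition above a per-campaign cutoff: mean of compounds within control limits plus 3 SD, cut at about 15% in these data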;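 note: 0% = median of all compound wells on the plate and 100% = blocking peptide control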
Target sequence (P02675 whole entry, looked up): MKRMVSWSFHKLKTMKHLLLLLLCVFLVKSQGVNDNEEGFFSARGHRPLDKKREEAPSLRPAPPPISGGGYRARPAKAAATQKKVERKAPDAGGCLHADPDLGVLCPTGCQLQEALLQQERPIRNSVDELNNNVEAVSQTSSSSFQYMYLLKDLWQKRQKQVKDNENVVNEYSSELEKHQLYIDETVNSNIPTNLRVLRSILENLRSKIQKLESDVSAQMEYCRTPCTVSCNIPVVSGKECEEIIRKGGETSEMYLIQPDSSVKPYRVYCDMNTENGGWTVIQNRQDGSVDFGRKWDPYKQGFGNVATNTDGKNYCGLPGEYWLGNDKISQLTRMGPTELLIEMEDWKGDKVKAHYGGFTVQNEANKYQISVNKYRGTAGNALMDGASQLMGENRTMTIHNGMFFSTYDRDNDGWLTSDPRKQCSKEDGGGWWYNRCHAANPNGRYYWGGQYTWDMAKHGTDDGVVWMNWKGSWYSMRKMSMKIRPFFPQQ
sPLA2-III inh: human group III sPLA2 inhibitors, primary screen, biochemical, QFRET, BODIPY PC-A2 liposome substrate; Group 3 secretory phospholipase A2 (Homo sapiens), Q9NZ20; QFRET BODIPY PC-A2 liposome hydrolysis, fluorescence; inhibition, % at 12.2 µM; 370,000 compounds, 0.56% hits; AID 743126, 2013;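 active = inhibition above mean plus 3 SD of compounds lying within the high and low control bounds, cut at about 19% in these data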;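 note: 0% = median of test compound wells and 100% = no enzyme DMSO wells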
PLC-beta3 inh: human PLC-beta3 inhibitors, primary screen, biochemical, fluorescence. 1-phosphatidylinositol 4,5-bisphosphate phosphodiesterase beta-3 (Homo sapiens), Q01970. Purified PLC-beta3, fluorogenic substrate. inhibition, % at 12.2 µM. 370,000 compounds, 0.18% hits. AID 720704, 2013; in the data active = inhibition above about 11%;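 note: 0% = median of compound wells on plate and 100% = full blocker control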
Rev-erbA mod: modulators of Rev-erb alpha DNA binding, primary screen, biochemical, FITC-DNA, fluorescence polarization, uHTS; Nuclear receptor subfamily 1 group D member 1 (Homo sapiens), P20393; activity, % at 10 µM; 370,000 compounds, 0.79% hits; AID 1259318, 2017; Rev-erbα–FITC-DNA binding, 90 min;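 active = activity above about 14%, limit read from the data; passing the limit was not always enough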;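 note: 0% = DMSO wells with 35 nM protein and 100% = DMSO wells with 750 nM protein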
ASAP1 GAP inh: inhibitors of human ASAP1 ArfGAP activity, primary screen, biochemical, fluorescence polarization | Arf-GAP with SH3 domain, ANK repeat and PH domain-containing protein 1 (Homo sapiens), … | ASAP1-stimulated ARF1 GTP hydrolysis, GDP FP detection | inhibition, % at 16.5 µM | 360,000 compounds, 0.19% hits; in the data active = inhibition above about 25%;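 note: 0% = vehicle with enzyme and substrate and 100% = no enzyme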
Target sequence (Q9ULH1 325-724 limits assumed): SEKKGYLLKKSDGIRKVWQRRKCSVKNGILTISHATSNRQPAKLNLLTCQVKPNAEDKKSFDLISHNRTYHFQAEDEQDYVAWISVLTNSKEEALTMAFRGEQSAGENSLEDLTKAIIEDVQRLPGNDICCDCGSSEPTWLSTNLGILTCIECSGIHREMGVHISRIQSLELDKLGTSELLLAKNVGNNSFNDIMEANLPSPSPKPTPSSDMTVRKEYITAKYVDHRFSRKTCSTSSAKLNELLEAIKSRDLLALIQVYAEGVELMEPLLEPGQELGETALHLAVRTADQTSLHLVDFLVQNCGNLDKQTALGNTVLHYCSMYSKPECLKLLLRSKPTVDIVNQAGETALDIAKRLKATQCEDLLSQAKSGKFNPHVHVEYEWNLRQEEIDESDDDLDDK
DDE Tn7 FP inh: inhibitors of Tn7 peptide binding to fibrin DD(E), primary screen, biochemical, fluorescence polarization, human fibrin, Tn7 probe | FP displacement of FITC-Tn7 peptide from fibrin DD(E); 0% = median of compound wells per plate | 370,000 compounds, 0.13% hits | inhibition, % at 8.3 µM;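 active = inhibition above the mean of compounds falling within the control limits plus 3 SD of them, cut at about 14% in these data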;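 note: 0% = plate median of compound wells and 100% = 10 µM Aha-Tn7 peptide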
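assay system = human clot-derived fibrin DD(E) complex | quantity = Fibrin-DD(E) at 2 µM final | timing = 10 min preincubation, 3 h with tracer, room temperature | signal = fluorescence polarization | measure = percent inhibition | benchmarks = high control wells with 10 µM unlabelled Aha-Tn7 peptide (full inhibition) | replicates = singlicate testing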
UHRF1 MBD2 ctr: UHRF1 methylated DNA binding inhibitors, primary screen, counter-screen for MBD2 inhibitor project, biochemical, TR-FRET, human UHRF1, single concentration. E3 ubiquitin-protein ligase UHRF1 (Homo sapiens), Q96T88. UHRF1 binding to methylated oligo. inhibition, % at 4.4 µM. 370,000 compounds, 0.75% hits; in the data active = inhibition above about 21%;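 note: UHRF1 SRA domain binding a hemimethylated CpG hairpin DNA probe; 0% = median of test compound wells and 100% = reference inhibitor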
PLC-gamma1 inh: PLC-gamma1 enzyme inhibitors, primary screen, biochemical, fluorescence, purified enzyme; inhibition, % at 12.2 µM; fluorogenic substrate; 370,000 compounds, 0.84% hits; in the data active = inhibition above about 9.5%
KLK7 zymogen act: proKLK7 zymogen activators, primary screen, biochemical, fluorescence intensity; Kallikrein-7 (Homo sapiens), P49862; purified proKLK7, EDANS-DABCYL substrate fluorescence; 100% is mature enzyme control, 0% vehicle; activation, % at 7 µM; 370,000 compounds, 0.9% hits; AID 652039, 2013;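 active = activation above the mean of all tested compounds plus 3 SD, computed per campaign excluding outliers beyond control limits, cut at about 13% in these data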
ARFGAP1 inhibitor: inhibitors of rat ARFGAP1 GAP activity, primary screen, biochemical, fluorescence polarization, GDP tracer. Arfgap1-stimulated ARF1 GTP hydrolysis, GDP FP detection. ADP-ribosylation factor GTPase-activating protein 1 (Rattus norvegicus), Q62848. AID 651572, 2012. inhibition, % at 16.5 µM. 360,000 compounds, 0.26% hits;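 active = inhibition above a per-plate limit, mean inhibition of low control wells plus 3 SD, cut at about 25% in these data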;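 note: 0% = DMSO wells with enzyme and 100% = wells lacking Arfgap1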
Target sequence (Q62848 1-136 limits assumed): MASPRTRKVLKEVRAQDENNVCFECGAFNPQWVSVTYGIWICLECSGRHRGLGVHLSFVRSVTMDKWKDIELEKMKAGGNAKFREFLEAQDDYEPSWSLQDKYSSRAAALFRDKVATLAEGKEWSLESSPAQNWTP
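material = rat Arfgap1 catalytic domain, aa 1-136 | also added = human ARF1(Δ1-17)-GTP substrate | compound dosing = one concentration, 16.5 µM, DMSO 1.26% | times = GTP hydrolysis reaction 2 h at 25 °C | measured by = FP, GDP Alexa 633 tracer displaced from anti-GDP antibody, 620/688 nm | evaluation = percent inhibition of Arfgap1-stimulated GTP hydrolysis | replication = single well per compound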
Active calls of the source: *; i = inactive; & = joins results of further samples. Not a hit list; 4.5% or so of the library scored in one or more.

Below each compound: DDE Tn6 FP inh, sPLA2-III inh, PLC-beta3 inh, Rev-erbA mod, ASAP1 GAP inh, DDE Tn7 FP inh, UHRF1 MBD2 ctr, PLC-gamma1 inh, KLK7 zymogen act, ARFGAP1 inhibitor
> C/C(=N\NC(=O)c1ccc(O)cc1)c1ccc(N2CCOCC2)cc1
  -9, 2, -2, -1, -1, 11, -3, 2, -0.3, 3
> COC(=O)Cc1ccc(NC(=S)N2CCN(C)CC2)cc1
  -2, 4, -1, 0, 7, -15, -1, 4, -0.5, -2
> O=C(CCCc1ccccc1)NCCS(=O)(=O)N1CCN(c2ccc(F)cc2)CC1
  0, -5, -1, -1, 12, 0, -1, -2, -0.2, 1
> COc1ccc(C(=O)N/N=C(\C)c2ccccn2)cc1OC
  -1, 2, -4, -3, 1, -1, 0, 0, -0.1, 10
> CCc1cccc(NC(=O)c2ccc(Cn3nc(C)cc3C)o2)c1
  -6, -8, 4, -1, 8, 2, 5, 9.8*, 0.6, 4
> COCCNc1cc(-c2ccccc2)nc2cc(-c3cccc(F)c3)nn12
  5, -7, i, 2, 1, -8, -3, -455, -8.5, 26*
> C/C(=N\NC(=O)c1ccc(Cl)c(S(=O)(=O)Nc2ccccc2Cl)c1)c1ccncc1
  1, -21, -14, 0, 0, 0, 3, -12, -0.5, 3
> CC1CCCN(CC(O)COc2ccc(Cl)cc2)C1 (configuration not stated)
  -3, 14, 0, -4, 1, 2, 16, -1, -0.4, 14
> Cc1cc(C)cc(-n2c(C)cc(/C=N/NC(=O)CN(c3c(C)cccc3C)S(C)(=O)=O)c2C)c1
  1, -19, -6, 1, 13, 2, -2, -3, -0.3, 1
> Cc1ccc(NC(=O)c2c(-c3c(F)cccc3Cl)noc2C)cc1F
  -5, -5, -2, -1, 4, 0, 0, 0, -0.2, -2
> CCCCOCCCNC(=O)C[C@@H]1C[C@@]2(C(=O)OC)CCCCC=C2N(Cc2ccco2)C1=O
  0, -5, 0, -5, 0, 1, 0, 0, 0.7, 1
> CN(Cc1cnn(C)c1)C(=O)c1ccc(OC2CCN(CCc3ccccc3)CC2)cc1
  3, 10, -4, -4, -6, 4, 3, 3, 0.0, 9
> CCOC(=O)CSc1nnc(CNC(=O)c2cc(OCC)c(OCC)c(OCC)c2)n1C
  -2, 0, -2, -1, -1, 9, 1, 0, 0.5, -1
> CC(=O)NS(=O)(=O)c1ccc(NC(=O)c2ccc(-n3nc(C)cc3C)cc2)cc1
  13, -1, 5, -7, -13, 5, 0, 2, -0.2, -6
> O=C(NCc1ccco1)C(c1cccs1)N(C(=O)C1COc2ccccc2O1)c1cccc(O)c1 (configuration not stated)
  -4, -28, 3, -5, 5, -4, -1, 4, 0.4, 4
> CC(C)C(=O)NCc1cc(-c2ccccc2)no1
  -2, 13, 2, -3, 0, -4, 6, 9, 0.5, 0
> COc1cc(C2N(c3ccccc3)CCN2c2ccccc2)cc(OC)c1OC
  -6, 8, -22, -2, 5, 3, 8, -6, 0.0, -2
> O=C(CSc1nncn1-c1ccccc1F)NC1CCCCC1
  2, 4, -6, 1, -1, 0, 0, 2, 0.0, 1
> O=C(COC(=O)Cc1ccccc1F)Nc1ccc(SC(F)F)cc1
  3, -29, 3, -2, -4, -5, 0, 0, 0.3, 0
> O=C(Cn1nc(-c2ccccc2)ccc1=O)Nc1ccc(-n2cnnn2)cc1
  4, -6, -4, -14, 2, 3, -2, 0, 0.1, 23
> O=C(CSc1ccccc1)N(c1ccc(Br)cc1)c1nccs1
  -5, -8, 6, -2, 3, -4, 4, 14*, -0.2, -3
> Cc1ccc(O)c(C2=NOC(O)(C(F)(F)C(F)F)C2)c1 (configuration not stated)
  -7, -9, -7, 0, 2, 7, 21, 1, -0.4, -4
> COCCCNCCOc1ccc(C)cc1[N+](=O)[O-]
  -3, 0, 1, 6, -1, -5, -1, 0, -0.5, 14
> O=C1C2C3C=CC(C3)C2C(=O)N1c1ncc([N+](=O)[O-])s1 (configuration not stated)
  1, 5, -2, 1, -8, 1, 6, 3, -0.1, 2
> CCCCNc1c(-c2ccc(OC)c(SC(C)CC)c2)nc2cc(C)ccn12 (configuration not stated)
  0&-3, 11&4, i, -6&-6, -3&-9, 5&6, 0&2, i, -216&-22, 7&4
> O=C(c1cccs1)N1CCCC(c2nc3c(nnn3Cc3ccc(F)cc3)c(=O)[nH]2)C1 (configuration not stated)
  0, -17, -6, -1, -10, 4, -1, 0, 0.3, 6
> COC(=O)c1ccc(NC(=O)COc2cccc(-n3cnnn3)c2)cc1
  -3, 2, 0, -3, 1, -9, -3, 1, 0.0, 9
> CCOC(=O)Cn1c(S(=O)(=O)Cc2ccc(F)cc2)nc(-c2ccccc2)c1-c1ccccc1
  -1, -1, 3, -1, 3, 4, -2, 5, -0.5, 1
> O=C(Oc1ccc2c(-c3ccccc3)cc(=O)oc2c1)c1cccs1
  -2, 0, -64, -2, -6, -3, 0, -54, 0.9, 6
> COc1ccc(NC(=S)N2CCC(Cc3ccccc3)CC2)cc1OC
  1, 9, -6, 1, 7, 2, 0, -2, 0.1, 5

Five records picked at random from those above, as already listed:
Below each compound: DDE Tn6 FP inh, sPLA2-III inh, PLC-beta3 inh, Rev-erbA mod, ASAP1 GAP inh, DDE Tn7 FP inh, UHRF1 MBD2 ctr, PLC-gamma1 inh, KLK7 zymogen act, ARFGAP1 inhibitor
> CCOC(=O)Cn1c(S(=O)(=O)Cc2ccc(F)cc2)nc(-c2ccccc2)c1-c1ccccc1
  -1, -1, 3, -1, 3, 4, -2, 5, -0.5, 1
> Cc1ccc(NC(=O)c2c(-c3c(F)cccc3Cl)noc2C)cc1F
  -5, -5, -2, -1, 4, 0, 0, 0, -0.2, -2
> O=C(CSc1ccccc1)N(c1ccc(Br)cc1)c1nccs1
  -5, -8, 6, -2, 3, -4, 4, 14*, -0.2, -3
> COCCCNCCOc1ccc(C)cc1[N+](=O)[O-]
  -3, 0, 1, 6, -1, -5, -1, 0, -0.5, 14
> COCCNc1cc(-c2ccccc2)nc2cc(-c3cccc(F)c3)nn12
  5, -7, i, 2, 1, -8, -3, -455, -8.5, 26*

Back to the main list, repeating the 2 entries before the break.
Below each compound: DDE Tn6 FP inh, sPLA2-III inh, PLC-beta3 inh, Rev-erbA mod, ASAP1 GAP inh, DDE Tn7 FP inh, UHRF1 MBD2 ctr, PLC-gamma1 inh, KLK7 zymogen act, ARFGAP1 inhibitor
> O=C(Oc1ccc2c(-c3ccccc3)cc(=O)oc2c1)c1cccs1
  -2, 0, -64, -2, -6, -3, 0, -54, 0.9, 6
> COc1ccc(NC(=S)N2CCC(Cc3ccccc3)CC2)cc1OC
  1, 9, -6, 1, 7, 2, 0, -2, 0.1, 5
> COc1ccccc1NS(=O)(=O)c1cc(NC(=O)c2cc3ccccc3oc2=O)ccc1C
  2, -1, -1, -5, -6, -6, 0, 2, -0.3, 3
> COc1ccc(-n2nc3c(c2NC(=O)c2ccc(Br)cc2)CS(=O)C3)cc1 (configuration not stated)
  1, -5, 4, -1, 9, -2, -1, 2, 0.0, 3
> O=C(NCC(c1cccs1)N1CCOCC1)c1ccccc1NS(=O)(=O)c1cc([N+](=O)[O-])ccc1Cl (configuration not stated)
  5, -6, -2, 0, 10, 1, -1, 2, -0.2, -3
> Cc1nc2ccccc2c(=O)n1/N=C/c1ccccc1F
  5, 8, 2, 2, -7, -1, 1, 5, -0.2, -8
> O=[N+]([O-])c1ccccc1S(=O)(=O)Nc1cccc(-c2ccc3nncn3n2)c1
  -6, -9, -4, 3, 3, 2, -2, 2, 0.3, 6
> CN1CCN(CC(=O)Nc2ccccc2Oc2ccccc2)CC1
  2, 3, -7, -4, -13, -1, 6, 2, 0.0, 7
> COCCNC(=O)C1(C)CCCN(C(=O)c2cc(F)ccc2C)C1 (configuration not stated)
  -4, 12, 0, -3, -3, 2, 1, -3, -0.2, -1
> CCO[C@H]1OC(C(=O)N2CCN(C)CC2)=C[C@@H](c2ccc(C(F)(F)F)cc2)[C@@H]1CCCO
  -5, 14, 2, 1, -1, -4, 2, 6, -0.8, 7
> Cc1ccccc1NS(=O)(=O)c1cc(C(=O)NCCC2=CCCCC2)ccc1C
  2, -23, 2, 0, -2, 10, -1, 2, 0.3, -3
> COc1ccc(C(=O)N/N=C(\Cc2ncc[nH]2)c2ccccc2)cc1
  8, 1, -28, -3, -11, 6, -3, -16, 2.6, 8
> O=C1N(c2ccccc2C(F)(F)F)O[C@@]1(c1ccccc1)C1CCCC1
  10, 9, 1, 4, -23, 0, 4, 4, 0.0, 6
> Cc1ccc(C(=O)Nc2nc3ccccc3n3nnnc23)cc1
  0, 6, 1, 8, -7, -9, -2, -1, -0.1, -7
> Cc1ccc(C(=O)Nc2cccc(O)c2)cc1S(=O)(=O)N1CCCCCC1
  -2, -33, -2, -6, -16, 5, 1, 2, -0.5, -5
> CC1=C(C(=O)Nc2cc(C(=O)N3CCN(c4cccc(C)c4)C(C)C3)ccc2C)SCCO1 (configuration not stated)
  0, -2, -5, -5, -8, -2, -1, 0, 0.1, -17
> COc1ccc(C(=S)NCS(=O)(=O)c2ccc(C)cc2)cc1
  5, 12, -2, 1, -6, -6, -5, 0, -0.1, 5
> COC(=O)C1=CN(c2cccc(OCc3ccccc3)c2)C(N)=C(C#N)C1c1cccc(F)c1 (configuration not stated)
  1, 7, -7, -5, 13, -2, 0, -6, -0.1, 11
> CCOP(=O)(c1ccccc1)C1(O)CCCCC1 (configuration not stated)
  -3, 3, 0, -2, 0, -4, 1, 1, 0.4, 1
